Tb hexokinase: blocks Trypanosoma brucei hexokinase 1 activity; recombinant TbHK1, G6PDH-coupled NADH A340; inhibition, % at 10 µM; 0.11% of 220,000 active; AID 1430;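 active = inhibition of 50% or more in the single-dose primary screen; inactive = inhibition below 50%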
p97 ATPase inh: inhibitors of human p97 ATPase. P55072. recombinant p97 ATPase, Kinase-Glo ATP luminescence, 3 h. inhibition, % at 8 µM. 0.42% of 220,000 active; in the data active = inhibition above about 15%;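 note: 0% = DMSO vehicle and 100% = wells lacking enzyme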
Ba/F3 V617F tox: reduce viability of Ba/F3 cells dependent on JAK2V617F. Ba/F3 EpoR-JAK2V617F viability, ATP luminescence. inhibition, % at 5.6 µM. 1.1% of 220,000 active;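 active = inhibition above the campaign mean plus 3 SD over all tested compounds, cut at about 24% in these data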;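 note: cytokine-independent growth of Ba/F3 cells driven by EpoR plus mutant JAK2; 0% = DMSO-treated cells and 100% = JAK inhibitor I control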
PPC-1+TRAIL kill: compounds killing PPC-1 cancer cells with TRAIL present (potentiator screen, no TRAIL-free arm); PPC-1 cells + TRAIL, ATPLite viability luminescence; cell killing (% activity), % at 4 µM; 0.41% of 220,000 active;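 active = cell killing above 50% in the first pass at 4 µM, then a duplicate retest at 5 µM averaging 50% or more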;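 note: plate controls were cells with TRAIL plus DMSO for no effect and medium-only wells lacking cells for full effect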
RBBP9 inh: human RBBP9 hydrolase inhibition; O75884; recombinant RBBP9, FP-Rh probe fluorescence polarization; inhibition, % at 7.94 µM; 0.2% of 220,000 active; AID 1515;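 active = inhibition above the campaign mean of all tested compounds plus 3 SD, cut at about 14% in these data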;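 note: plate controls were DMSO wells with RBBP9 for no effect and wells lacking RBBP9 protein for full effect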
Target sequence (O75884 whole entry, looked up): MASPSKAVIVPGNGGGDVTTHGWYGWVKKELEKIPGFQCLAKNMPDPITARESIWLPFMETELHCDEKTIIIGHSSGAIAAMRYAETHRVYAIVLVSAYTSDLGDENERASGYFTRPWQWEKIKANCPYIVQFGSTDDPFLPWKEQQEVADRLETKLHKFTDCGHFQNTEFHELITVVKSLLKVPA
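system = RBBP9 protein | input = RBBP9 at 2.5 µM in dispensed solution, before mixing | measured by = fluorescence polarization (mP), excitation 525 nm, emission 598 nm | incubation = enzyme-compound preincubation 30 min, then probe labeling 45 min, 25 °C | buffer or medium = Tris-NaCl-Pluronic buffer, pH 8.0 | compound = single dose 7.94 µM | also added = FP-Rh probe, 375 nM dispensing solution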
p47phox inh: inhibitors of human p47phox binding | P14598 | p47phox/p22phox peptide binding, fluorescence polarization, 2 h | inhibition, % at 24.7 µM | 0.53% of 220,000 active;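 active = inhibition above about 30%, limit read from the data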;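 note: 0% = p47phox with labelled peptide and 100% = labelled peptide alone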
Target sequence (P14598 whole entry, looked up): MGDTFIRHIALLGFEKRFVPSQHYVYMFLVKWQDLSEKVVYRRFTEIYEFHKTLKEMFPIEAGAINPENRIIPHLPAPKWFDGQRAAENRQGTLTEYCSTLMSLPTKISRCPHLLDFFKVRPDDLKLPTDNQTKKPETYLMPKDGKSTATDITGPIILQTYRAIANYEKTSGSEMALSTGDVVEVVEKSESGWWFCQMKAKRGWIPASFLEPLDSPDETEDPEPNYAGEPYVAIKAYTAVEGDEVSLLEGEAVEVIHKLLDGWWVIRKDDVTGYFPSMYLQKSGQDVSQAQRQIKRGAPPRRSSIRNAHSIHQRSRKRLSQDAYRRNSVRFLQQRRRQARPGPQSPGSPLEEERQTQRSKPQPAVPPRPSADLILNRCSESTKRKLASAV
EP2 antag: EP2 receptor (human) inhibition; 0.52% of 260,000 active; inhibition, % at 25 µM; C6 glioma cells expressing human EP2, cAMP TR-FRET; cells stimulated with saturating PGE2; AID 1422; P43116;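 active = percent inhibition above 40 after rounding to a whole number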;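 note: rat C6 glioma host cells with rolipram phosphodiesterase inhibitor present; the protocol text gives 20 µM as final concentration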
Target sequence (P43116 whole entry, looked up): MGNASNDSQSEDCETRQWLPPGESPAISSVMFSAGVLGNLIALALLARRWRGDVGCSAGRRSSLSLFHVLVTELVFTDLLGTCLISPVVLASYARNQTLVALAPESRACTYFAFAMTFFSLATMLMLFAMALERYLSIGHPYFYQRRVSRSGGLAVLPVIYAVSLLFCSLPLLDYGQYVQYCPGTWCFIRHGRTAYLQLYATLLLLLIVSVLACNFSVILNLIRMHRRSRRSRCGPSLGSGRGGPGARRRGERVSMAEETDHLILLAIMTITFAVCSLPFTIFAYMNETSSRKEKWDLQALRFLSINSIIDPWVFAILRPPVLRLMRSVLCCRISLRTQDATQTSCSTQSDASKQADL
BaF3 tox: reduces parental Ba/F3 cell viability, JAK2V617F counter-screen. CellTiter-Glo ATP luminescence. inhibition, % at 5.6 µM. 1.1% of 220,000 active;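 active = inhibition above a per-campaign cutoff, the mean inhibition of all tested compounds plus 3 SD, cut at about 27% in these data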;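 note: 0% = DMSO wells and 100% = JAK Inhibitor I control wells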
Furin inhibitor: inhibitors of human furin; P09958; purified furin, fluorogenic substrate cleavage; inhibition, % at 30 µM; 0.061% of 220,000 active; AID 463115; in the data active = inhibition above about 25%; note: inactives centre near -15
Active calls of the source: *; . = no result given; & = joins results of further samples; [ ] = remark or other dose. An excerpt; count on the stated rates, not on these rows.

SMILES	Tb hexokinase	p97 ATPase inh	Ba/F3 V617F tox	PPC-1+TRAIL kill	RBBP9 inh	p47phox inh	EP2 antag	BaF3 tox	Furin inhibitor
COc1ccc(Cl)cc1NC(=O)CN(C)C(=O)COc1ccccc1F	-2	8	-5	8	-5	-5	5	-2	-33
Cc1ccc(-c2cc(NC(=O)CSc3n[nH]c(N)n3)n(-c3ccccc3)n2)cc1	-2	-2	1	20	-11	-5	13	7	-9[20 µM]
CO/N=C(/CS(=O)(=O)c1ccc(C)cc1)c1ccc(OC)cc1	-10	0	-3	4	-5	-127	13	1	-9[20 µM]
COc1ccc([C@@H]2Sc3cc(OC)ccc3N(CCN(C(C)C)C(C)C)C(=O)[C@H]2OC(C)=O)cc1	-5	-5	-3	0	0	-9	-1	3	-17[20 µM]
O=C1C(Nc2ccccc2)=CC(c2ccc(O)cc2)N1c1ccccc1 (stereo not given)	-12	9	-2	11	-9	-4	2	3	-15
Cc1c(CN2CCCC(C(=O)c3cccc(Cl)c3)C2)c(=O)n(-c2ccccc2)n1C (stereo not given)	-5	-2	0	-6	-2	-49	3	4	-20
CC#CCCCC(=O)Nc1ccc(C(=O)O)cc1	-1	3	-3	1	-6	-9	5	-1	-21
COc1ccc(COC(=O)c2n[nH]c3ccccc23)cc1F	5	-1	-1	11	-1	-25	4	4	-26[20 µM]
Nn1cc(-c2ccccc2)nc1SCC(=O)NCCc1ccccc1	-3	2	-1	18	-6	-6	19	6	-23
COc1cccc(-n2c(Cc3cc(=O)[nH]c(=O)[nH]3)nnc2SCC(=O)NC2CCCCC2)c1	-4	7	-7	23	-1	-4	5	1	-21
Cc1sc2ncnc(SCC(=O)N3c4ccccc4Sc4ccc(Cl)cc43)c2c1C	-7	-1	-2	-2	1	-2	8	4	-20
Cc1ccccc1C(=O)/C(C#N)=N/Nc1c(C)n(C)n(-c2ccccc2)c1=O	53*	4	8	39	4	-13	10	8	-9
CC1CCN(Cc2nc(-c3ccccc3)no2)CC1	4	-1	2	.	-9	-10	2	1	-18
Cc1ccnc(SCCn2c(N3CCCCC3)nc3c2c(=O)[nH]c(=O)n3C)n1	-3	-2	-3	-12	-6	-6	9	7	-20
Cc1ccc(Cc2cnc(NC(=O)CN3CCOCC3)s2)cc1Cl	-5	-12	2	0	-7	-3	14&6	2	-12[20 µM]
COc1cc(-c2nc3c[n+](CC(=O)c4ccccc4)ccc3n2C)cc(OC)c1OC	4	-2	1	20	-6	-3	8	4	-16
O=C(c1c[nH]c2ccccc12)N1CCOCC1	-1	5	-5	39	3	1	-3	3	-5
O=C(Nc1ccccc1C(=O)NCc1ccccc1)c1ccccc1Br	-2	3	-2	8	0	-6	9	5	-33
Cc1nn2c(-c3ccc(Cl)cc3Cl)nnc2s1	0	3	-6	16	7	6	7	1	-5
COc1ccc(NC(=O)COC(=O)C2CC3C=CC2C3)cc1 (stereo not given)	2	2	-3	-4	5	-14	4	8	-18
COc1cccc(CNCCSc2nnnn2C)c1OC	-3	2	-3	8	-5	-5	8	-1	-14[20 µM]
O=C1CSC(c2cccc(F)c2)N1c1ccccc1F (stereo not given)	2	-3	1	12	-7	-18	7	6	-15[20 µM]
COc1ccc(-c2cc3nc(C)cc(C)n3n2)cc1	-4	3	0	29	-3	-12	7	3	-27[20 µM]
CC(C)NC(=O)c1cc2c(C(F)(F)F)nn(C)c2s1	4	-1	0	13	3	9	6	1	-10
Cc1ccc2cc(C3C(C#N)=C(N)Oc4c3ccc3cccnc43)c(=O)[nH]c2c1 (stereo not given)	-12	11	-1	16	-5	16	10	0	-4[20 µM]
CC(C)(C)c1ccc(OCCCNC2CCCC2)cc1	3	1	1	30	-5	-9	7	2	-31
CCCCN(Cc1cc2cc(C)ccc2[nH]c1=O)C(=O)c1ccccn1	-24	-3	1	10	0	-12	10	-6	-14
Cc1nc2c(O)cccc2cc1CO	-3	-7	0	11	-4	-6	10	-8	-11
Cc1ccc(S(=O)(=O)N2CCC(C(=O)Nc3ccc4c(c3)COC4=O)CC2)cc1	1	1	-2	15	-4	-10	9	0	-16
CC(C)(C)C(=O)NC1=NN(c2c(Cl)cc(Cl)cc2Cl)C(=O)C1	-6	6	-1	5	2	4	9	2	-31
COc1cccc(N(CC(=O)NCC2CCCO2)C(=O)CNS(=O)(=O)c2ccccc2)c1 (stereo not given)	0	3	-1	4	-1	-3	2	6	-19
CCN(CC)CC(O)COCCC12CC3CC(CC(C3)C1)C2 (stereo not given)	1	1	-1	19	5	-5	6	6	-20[20 µM]
CC1=C(C(=O)OC2CCCCCC2)C(c2ccc(C)o2)C2=C(CCCC2=O)N1 (stereo not given)	-6	-3	-1	13	-1	-4	.	11	-13
Cc1cc(C(=O)CSc2nnc(-c3cccnc3)n2-c2ccccc2F)c(C)n1C	-13	4	0	.	-10	-17	5	5	-27
COc1ccc(OCC(=O)N/N=C2\CCCCc3ccccc32)cc1	-1	1	-5	-8	12	3	7	1	-9
COc1ccccc1Cn1c(=O)c2ccccc2n2c(SCc3csc(C)n3)nnc12	1	4	-2	-2	1	-1	-4	3	-16
Cc1nc2sc(C(c3ccco3)N3CCN(c4cccc(Cl)c4)CC3)c(O)n2n1 (stereo not given)	-11	0	0	-27	-7	-19	7	3	-13[20 µM]
CN(C(=O)c1ccno1)c1nnc(-c2cccnc2)s1	-10	2	0	20	1	-9	18	9	-28
CCN1CCCC1CNC(=O)C1c2ccccc2C(=O)N(CCOC)C1c1ccc(F)cc1 (stereo not given)	9	-1	-4	11	-2	3	.	-2	-22
O=C(c1ccc(CSCc2ccccc2F)o1)N1CCN(c2ccc(N3CCOCC3)nn2)CC1	-1	0	-1	3	-2	-12	11	5	-25

Entries above shown as hits in Tb hexokinase.
Compound	Tb hexokinase	p97 ATPase inh	RBBP9 inh	p47phox inh	Furin inhibitor
Cc1ccccc1C(=O)/C(C#N)=N/Nc1c(C)n(C)n(-c2ccccc2)c1=O	53*	4	4	-13	-9

Further structures
SMILES	Tb hexokinase	p97 ATPase inh	Ba/F3 V617F tox	PPC-1+TRAIL kill	RBBP9 inh	p47phox inh	EP2 antag	BaF3 tox	Furin inhibitor
COc1ccc(Cl)cc1NC(=O)CNc1ccccc1N1CCOCC1	-5	2	-1	3	-12	2	5	6	-33
CCCn1c(=N)n(CC(=O)c2cccs2)c2ccccc21	-3	0	0	-2	-8	-10	11	3	-18
COc1cccc(CN2CCN(C(=O)c3cccc4ccccc34)CC2)c1OC	1	-6	0	-17	-7	11	6	5	-33
CNc1nc(Nc2ccccc2)nc(OCC(F)(F)F)n1	0	1	4	15	-2	5	4	2	-4
O=C(C1CC1)N1CCc2cc(S(=O)(=O)N3CCOCC3)ccc21	-4	5	-4	-1	-4	-3	12	3	-22
CC(/C=N/NC(=O)c1cccnc1)=C\c1ccccc1	-16	2	1	37	-6	0	1	3	-10
CCc1ccc(NC(=O)C2CCCN2S(=O)(=O)c2ccc3c(c2)n(C)c(=O)c(=O)n3C)cc1 (stereo not given)	-23	3	-4	1	-1	1	7	0	-5
CCOC(=O)C1=C(O)/C(=C/c2cccc(OC)c2O)N=C1C	-16	0	0	-1	-6	-17	7	3	-15
COC(=O)c1c(-c2ccc(C(C)(C)C)cc2)csc1NC(=O)C1C2CCC(O2)C1C(=O)O (stereo not given)	4	2	-5	30	-9	-13	4	7	-20
Clc1nc(CN2CCOCC2)nc2sc3c(c12)CCC3	0	-2	5	-14	-3	5	8	6	-29
CCCC(=O)Nc1nnc(Sc2ccc(N(C)C)cc2)s1	-7	10	-2	4	0	-8	5	-1	-18[20 µM]
O=C(Nc1ccc(C(=O)O)cc1)/C(=C\c1ccc2c(c1)OCO2)NC(=O)c1ccco1	-9	0	6	20	1	-8	2	7	-11
COc1cc(C(=O)NCC(=O)OC(C)C(=O)Nc2ncc(Cl)cc2Cl)cc(OC)c1OC (stereo not given)	-2	7	-4	9	-10	8	4	0	-21
CCOC(=O)c1cc2c(c(CSc3nc4ccccc4c(=O)n3Cc3ccco3)c1)OCOC2	-5	2	-1	-15	6	-13	5	6	-13[20 µM]
CCc1nnc(NC(=O)CSc2nnc(-c3cccnc3)n2C)s1	3	6	-2	1	3	-4	5	3	-29
CC(C)N(Cc1cnn(C)c1)Cc1nc(Cc2ccccc2Cl)no1	-4	1	-2	-2	-4	2	7	4	-27
CCN(CC)CCn1c(NCc2ccco2)nc2ccccc21	-3	2	1	-9	-5	-9	8	7	-14[20 µM]
O=C(NNS(=O)(=O)c1ccccc1F)c1cccc(S(=O)(=O)N2CCOCC2)c1	29	6	0	5	-4	-9	5	6	-9
O=C1N/C(=C/c2cccn2-c2ccccc2)C(=O)N1c1cccc(Cl)c1	-10	-4	52*	17	-11	-31	3	52*	-9
CCOC(=O)C1(C)/C(=N/Nc2ccc(S(N)(=O)=O)cc2)C(=O)C(=O)N1c1ccccc1 (stereo not given)	-4	0	-3	10	4	-2	5	-2	0
COc1ccc(O[C@H]2C=C[C@@H](c3ccccc3)O[C@@H]2CO/N=C(\C)CCN2CCCCc3nc(C)c(C)cc32)cc1	3	0	-1	20	-1	-72	.	6	-5
COc1ccc(NS(=O)(=O)c2ccc3c(c2)n(C)c(=O)n3C)cc1	1	4	2	20	6	-4	10&9	5	-9[20 µM]
O=C(CCCCCNc1nc(=S)[nH]c2ccccc12)NCCc1ccc(Cl)cc1	-5	4	0	17	1	8	7	5	-24
O=C(NCc1cccnc1)C(=O)Nc1ccc([N+](=O)[O-])cc1	-15	-1	1	29	-7	2	2	6	-4
N#Cc1cc2sc3nnc(-c4ccncc4)n3c2cc1C#N	4	1	0	12	-6	-4	24	3	-19
COc1cccc(/C=N/NC(=S)Nc2cccc(C(=O)O)c2)c1O	11	-3	6	37[5 µM]	-3	-2	7	15	0
CCOC(=O)CSc1nc2ccccc2c(=O)n1CC	-3	4	-2	4	6	-5	7	1	-2[20 µM]
Cc1cc(C)cc(NC(=O)C(=O)NCC2CCCO2)c1 (stereo not given)	2	1	-1	29	-3	-1	8	0	-26
CCn1nc(NC(=O)c2ccncc2)c2cc3cc(C)ccc3nc21	-6	0	-5	-5	-2	-14	16	2	-19[20 µM]
O=C(N/N=C1/CCCc2ccccc21)C(c1ccccc1)c1ccccc1	-7	5	0	-4	-2	-9	8	2	-11[20 µM]
COc1ccc(S(=O)(=O)n2cnc(C)c2)cc1	6	-2	6	-18	-4	-5	9	1	-13
Cc1sc2ncnc(NCC3(N4CCOCC4)CCCCC3)c2c1C	2	2	-4	6	-5	-2	6	-1	-10[20 µM]
N#C/C(=C(/O)c1ccc(F)cc1)c1nc2ccccc2s1	-28	10	0	6	-3	-4	11	5	-32
CCN1CCN(c2ncc(C(=O)N3CCN(c4ccccc4OC)CC3)c3ccccc23)CC1	-13	-1	5	.	-2	.	.	9	-8[20 µM]
Cc1cc(NC(=O)c2cccc(Oc3ccccc3)c2)n[nH]1	-8	-4	2	42	-10	-11	4	2	-15
OC(COc1ccccc1)CN1CCOCC1 (stereo not given)	-1	-2	0	9	-1	0	7	3	-13[20 µM]

An excerpt from above, showing only RBBP9 inh and EP2 antag.
Compound	RBBP9 inh	EP2 antag
Cc1c(CN2CCCC(C(=O)c3cccc(Cl)c3)C2)c(=O)n(-c2ccccc2)n1C (stereo not given)	-2	3
CC#CCCCC(=O)Nc1ccc(C(=O)O)cc1	-6	5
COc1ccc(COC(=O)c2n[nH]c3ccccc23)cc1F	-1	4
Nn1cc(-c2ccccc2)nc1SCC(=O)NCCc1ccccc1	-6	19
